Assay outcomes deposited in PubChem BioAssay by National Center for Advancing Translational Sciences (NCATS).
LDHA inh: LDHA (human) enzyme inhibition; P00338; purified LDHA, NADH/diaphorase-resazurin fluorescence; active compounds read low; activity change, % (values are at about 110 or 230 µM); 480,000 tested, 0.15% active; AID 1347041; in the data active = activity change below about -30%; inconclusive = mostly about -25% to -30%;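 also: plate controls were DMSO wells for no effect and wells without enzyme for full effect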
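Human LDH5 at 2 nM final in Tris HCl pH 7.4 with 0.06 mM NADH and 0.2 mM pyruvate, reacted 5 minutes at room temperature. Remaining NADH coupled via diaphorase/resazurin; resorufin fluorescence read at 0 and 20 minutes, normalized to enzyme-free and DMSO wells.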
D2 agonist: activates the human D2 dopamine receptor; activation, % at 2 µM; HEK293 T-REx D2 cells, calcium flux agonist mode; 340,000 tested, 0.53% active; P14416;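 active = activation over 3 SD above normal in the single-dose calcium agonist read, cut at about 30% in these data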; also: 0% is about no effect
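In this primary screen, compounds producing a positive calcium signal within 180 s of addition to tetracycline-induced, force-coupled HEK293 Trex D2 cells are flagged; cells are dye-loaded with a no-wash calcium kit beforehand.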
D2 antag: D2 dopamine receptor (human) antagonism; HEK293 TREx D2 cells, calcium flux, dopamine EC80; AID 485344; P14416; inhibition, % at 10 µM; 340,000 tested, 2% active; in the data active = inhibition above about 30%; also: 0% is about no effect
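Read-out: kinetic calcium fluorescence (1 cycle/s) in inducible HEK293 T-REx D2 cells after an EC80 dopamine addition that followed 180 s compound preincubation. Loss of the dopamine response indicates antagonism.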
RGS4 inhibitor: inhibitors of human regulator of G protein signaling 4; 390,000 tested, 0.039% active; AID 504845; Transcreener GDP fluorescence polarization, RGS4-accelerated GTP hydrolysis; P49798; Potency, µM (highest dose often 114 µM), for inactives: at the top dose activity change, negative = inhibition, actives largely listed as inhibitors; also: potency is read from the fitted curve at half-maximal effect; % is scaled to controls: 0 for no effect and ±100 for the full control effect; nearly all actives have a fitted effect of over 75% in size; some results filed as inactive show a strong effect at the top dose
Target sequence (P49798 whole entry, looked up): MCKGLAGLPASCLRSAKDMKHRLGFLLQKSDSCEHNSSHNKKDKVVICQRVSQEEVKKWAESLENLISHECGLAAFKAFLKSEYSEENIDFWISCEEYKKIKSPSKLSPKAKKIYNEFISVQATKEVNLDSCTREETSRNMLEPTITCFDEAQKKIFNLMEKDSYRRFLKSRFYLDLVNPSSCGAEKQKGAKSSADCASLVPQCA
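MLSMR compounds (23 nl, pin-transferred) preincubated 10 min at room temperature with a 500nM (2x) first reagent, then RGS4 at 900nM (2x) plus Transcreener GDP mix added; fluorescence polarization (620/688 nm) read before and after 90 min at 30 °C.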
Vif-A3F inh: inhibitors of Vif-A3F interaction; HeLa A3F-eYFP + Vif (tagged APOBEC3F with the HIV-1 protein that degrades it), YFP fluorescence increase; Potency, µM (series often up to 46.1 µM), without a hit: at the highest dose activity, negative = active; 390,000 tested, 0.2% active; also: potency is read from the fitted curve at half-maximal effect; % of control where 0% means no effect; nearly all actives have a fitted effect of over 65% in size
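Fluorescence increase (Ex 488/Em 500-530) after overnight compound treatment at 37 deg C flags inhibition of Vif-driven A3F-eYFP loss in stable HeLa A3F-eYFP/Vif cells seeded overnight beforehand.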
ERG-DNA inh: blocks human ERG Ets domain binding to DNA; Potency, µM (top dose mostly 76.9 µM), for the others: at the highest dose FP activity, negative = inhibition, most hits filed as inhibitors; fluorescence polarization, His-ERG Ets domain / labelled DNA; P11308; 370,000 tested, 0.028% active; active = well fitted inhibition curve with a large enough effect in the polarisation, with a control signal flat; inconclusive = small, poorly fitted or top-dose-only effect, or effect the other way, or a change in a side signal; inactive = no such curve, though single readings can be large or run the other way; the % refers to the polarisation;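 also: polarization taken with two DNA probes labelled with fluorescein and Texas red; potency is read from the fitted curve at half-maximal effect; % of control where 0% means no effect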
Target sequence (P11308 whole entry, looked up, the tested form may be a part): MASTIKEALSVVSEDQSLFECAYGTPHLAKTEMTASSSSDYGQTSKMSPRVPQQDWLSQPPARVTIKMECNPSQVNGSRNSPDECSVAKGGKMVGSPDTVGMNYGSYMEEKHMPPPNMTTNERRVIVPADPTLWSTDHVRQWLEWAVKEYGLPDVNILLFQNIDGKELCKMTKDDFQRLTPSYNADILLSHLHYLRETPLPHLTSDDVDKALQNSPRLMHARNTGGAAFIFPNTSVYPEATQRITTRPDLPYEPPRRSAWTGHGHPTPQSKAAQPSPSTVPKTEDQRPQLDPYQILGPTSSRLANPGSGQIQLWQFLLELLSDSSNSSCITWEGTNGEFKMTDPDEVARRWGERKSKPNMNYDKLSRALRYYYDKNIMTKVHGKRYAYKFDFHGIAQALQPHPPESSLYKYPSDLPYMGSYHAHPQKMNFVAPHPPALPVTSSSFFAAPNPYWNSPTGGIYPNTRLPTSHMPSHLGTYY
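His-tagged ERG Ets domain (1 uM in the protein solution; 300mM KCl, 50mM Tris-HCl, 1mM EDTA, 1mM DTT, pH 7.5) received compound, then a probe mix of 5 nM fluorescein-DNA and 100nM Texas-615-DNA. Fluorescence polarization was read for both dyes.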
ALOX12 inh: inhibitors of human 12S-lipoxygenase ALOX12. 580,000 tested, 1.1% active. Potency, µM (top dose mostly 108 µM), inactives show at the top dose activity change, negative = inhibition, most hits filed as inhibitors. AID 1671190. P18054. purified 12hLO, xylenol orange hydroperoxide absorbance; also: potency is read from the fitted curve at half-maximal effect; % is scaled to controls: 0 for no effect and ±100 for the full control effect
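Purified human 12hLO at 150 nM in 25 mM Hepes, 0.01% Triton X-100, pH 7.0, preincubated 15 min at room temperature with compound. Reaction started with 40 uM arachidonic acid, 30 min at room temperature. Hydroperoxide measured by Fe-xylenol orange, 573/405 nm absorbance ratio.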
Vif-APOBEC3G blk: inhibitors of Vif-APOBEC3G interaction | Q9HC16 | HeLa A3G-eYFP + Vif (tagged APOBEC3G with the HIV-1 protein that degrades it), YFP fluorescence, overnight | Potency, µM (series often up to 46.1 µM), inactives show top-dose activity, negative = active, hits mostly inhibitors | 410,000 tested, 0.076% active | AID 602310;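 also: potency is read from the fitted curve at half-maximal effect; % is scaled to controls: 0 for no effect and ±100 for the full control effect; nearly all actives have a fitted effect of over 60% in size; hits raise eYFP signal because A3G escapes Vif-driven loss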
Target sequence (Q9HC16 whole entry, looked up): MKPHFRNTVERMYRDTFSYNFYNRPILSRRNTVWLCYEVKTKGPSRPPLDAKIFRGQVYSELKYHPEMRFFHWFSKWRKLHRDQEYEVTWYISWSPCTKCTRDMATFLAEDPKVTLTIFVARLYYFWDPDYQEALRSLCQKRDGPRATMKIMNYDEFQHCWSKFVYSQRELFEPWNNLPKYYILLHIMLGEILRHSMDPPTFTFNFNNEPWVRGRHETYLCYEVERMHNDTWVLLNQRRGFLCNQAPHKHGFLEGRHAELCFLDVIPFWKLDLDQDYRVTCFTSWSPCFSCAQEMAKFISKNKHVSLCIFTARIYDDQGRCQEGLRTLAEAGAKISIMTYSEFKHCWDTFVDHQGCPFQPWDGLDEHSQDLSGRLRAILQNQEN
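Read-out is eYFP fluorescence (Ex 488/Em 500-530) from Vif-expressing HeLa A3G-eYFP cells; more signal means A3G escaped Vif-mediated degradation. Cells plated overnight, compound pinned in, incubated overnight at 37 deg C.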
Glioma ERSR ind: induces the endoplasmic reticulum stress response in human glioma cells; AID 602332; Potency, µM, for the others: at the highest dose activation, usual class: activators; U87-MG GRP78 promoter luciferase reporter, 16 h; 420,000 tested, 0.02% active; also: potency is read from the fitted curve at half-maximal effect; series mostly up to about 76 µM; % of control where 0% means no effect; nearly all actives have a fitted effect of over 35% in size
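Stably transfected U87-MG glioma cells carrying a GRP78-based luciferase sensor; 16 h compound incubation. Luminescence end-point read 10 min after Bright-Glo addition at room temperature.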
Starred values were filed as active, the others as inactive; ? = inconclusive; / = not tested or not shown; & = joins results of further samples; [ ] = remark or other dose. Unless noted, calls follow the shape of the dose curve; as a rule, active = well fitted curve in the direction sought with a large enough effect; inconclusive = small, poorly fitted or top-dose-only effect, or another doubt; inactive = no such curve, though single readings can be large; an effect the other way counts as inactive or inconclusive. Not all compounds are listed, so the mix of outcomes need not match the whole.

SMILES	LDHA inh	D2 agonist	D2 antag	RGS4 inhibitor	Vif-A3F inh	ERG-DNA inh	ALOX12 inh	Vif-APOBEC3G blk	Glioma ERSR ind
COc1ccc(/C=N/NC(=O)C(C)n2nnc3ccccc32)cc1OC (stereo not drawn)	-5.7	0.1	-4.4	-4.7%[11.4 µM]	-12.3%	2.1%	30.3%[activator]	-0.9%	-6.9%
CC(C)C(=O)Nc1cccc(-c2cnc3ccccc3n2)c1	-1.3	0.3	-7.3	20.4%	-0.2%	3.0%	29.8%	1.9%	1.5%
Cc1cccc(OCCCC(=O)O)c1C	-16.7	-0.3	-34.3	46.7%	-2.0%	-2.0%	8.1%	2.3%	-3.1%
COC(=O)c1cc(NC(=O)c2cccnc2)ccc1N1CCOCC1	-5.1	/	/	2.0%	-3.0%	-0.8%	0.7%	0.1%	-3.0%
CCc1cc2c(=O)c(-c3cnn(-c4ccccc4)c3)c(C(F)(F)F)oc2c(CN(C)C)c1O	-1.5	-0.8	1.9	-8.7%	-4.3%	-4.1%	-18.5%	2.7%	-4.8%
C=C(C)C1CC=C(C)/C(=N/NC(=O)c2ccc(NC(=O)c3cccc(C)c3)cc2)C1 (stereo not drawn)	0.7	/	/	-15.3%	0.3%	-1.4%	9.8%	1.3%	-4.5%
CC1CN(S(=O)(=O)c2cccc(C(=O)N(C)C3CCCCC3)c2)CC(C)O1 (stereo not drawn)	-8.1	/	/	/	1.3%	/	5.3%	2.3%	-3.9%
Cc1nc2c3cc(F)ccc3n(Cc3ccccc3)c2s1	1.4	-0.9	-14.4	-16.1%	-27.7%	-2.3%	-19.1%	6.31µM*	-6.9%
c1cncc(-c2nc(NCC3COc4ccccc4O3)c3ccccc3n2)c1 (stereo not drawn)	-1.0	-0.1	6.3	10.0%[11.4 µM]	-3.6%	?	?	-19.1%	-7.1%
COc1ccc(C2CC(c3ccc(Cl)cc3)=NN2c2ccc(S(N)(=O)=O)cc2)cc1 (stereo not drawn)	-3.6	/	/	4.9%	0.6%	-4.2%	-60.2%	-6.6%	-4.6%
CC(=O)N1CCN=C1SCc1ccccc1	3.5	/	/	-10.0%	-1.8%	-4.3%	4.9%	3.4%	-4.4%
Cc1cc([N+](=O)[O-])ccc1NC(=O)COc1nsnc1N1CCOCC1	-5.7	2.8	2.0	4.0%	-7.2%	-2.9%	-6.5%	-5.4%	-3.5%
COc1ccc(Cc2nn3c(-c4ccccc4OC)nnc3s2)cc1	-3.0	0.0	23.5	-16.3%	4.2%	0.5%	-21.0%	-5.0%	-1.7%
CC(=NCc1ccc2c(c1)OCO2)C1=C(O)c2ccccc2C1=O	-4.4	0.1	-5.6	2.1%	-11.4%	/	-18.1%	-7.3%	6.2%
Nc1c(C(=O)Nc2ccccc2)c2nc3ccccc3nc2n1CCCN1CCOCC1	5.3	4.3	-9.3	-8.9%	5.6%	?	72.6%[activator]	-12.0%	-14.1%
O=C(Nc1ccc(Cl)cc1)c1sccc1-n1cccc1	-2.4	1.4	-3.3	1.3%	4.9%	-3.6%	-2.1%	-3.6%	-2.5%
CC(C)CNS(=O)(=O)c1ccc(CCC(=O)N2CCN(c3ccc(F)cc3)CC2)cc1	-3.9	-1.3	3.5	5.7%	-1.6%	1.5%	-5.0%	5.7%	-1.2%
COc1cc(OC)cc(-n2nnnc2SCC(=O)Nc2nc3c(s2)CCCC3)c1	-0.8	-0.7	17.8	-12.3%	4.6%	-5.3%	47.7%[activator]	-10.1%	-3.6%
COc1ccc(COc2cc(-c3cccc(OC)c3)nc3ccc(NC(=O)c4cccnc4)cc23)cc1	1.9	-1.9	-10.0	16.3%	-6.0%	-1.5%	-1.9%	-23.4%	-5.2%&-1.2%
Nc1nonc1-n1nnc(C(=O)N/N=C/c2ccccc2)c1CSc1ccccc1	-6.0	0.0	0.1	-16.0%	-6.5%	-4.5%	?	0.2%	-9.0%
COc1ccc(C2C(C(=O)OCC3CCCO3)=C(C)NC3=C2C(=O)CC(c2ccco2)C3)cc1O (stereo not drawn)	0.1	0.1	-1.7	-9.0%	4.1%	1.5%	8.91µM*	-6.7%	-4.7%
Cc1ccc(Nc2nnc(C)c3ccccc23)c(C)c1	-9.5	/	/	14.8%	6.1%	-3.8%	38.8%[activator]	-3.9%	-2.3%
Cc1cccc(C)c1NC(=O)C1CCCN(S(=O)(=O)c2c(C)noc2/C=C/N(C)C)C1 (stereo not drawn)	-0.6	/	/	3.0%	0.1%	2.7%	?	-1.7%	-1.3%
Cc1[nH]cnc1C(=O)N/N=C/c1c(Cl)cccc1Cl	-9.7	0.5	-2.7	16.7%	-2.2%	18.0%	-3.9%	0.5%	-1.1%
CCC(C(=O)Nc1ccc(OC)c(Cl)c1)c1ccccc1 (stereo not drawn)	-5.5	-0.1	-24.4	-12.7%	-27.5%	2.9%	-14.3%	-1.3%	-0.3%
CCOC(=O)c1c(NC(=O)COC(=O)CCCOc2ccc(OC)cc2)sc(C(=O)N(C)C)c1C	1.8	/	/	?	-17.0%	-12.9%[15.4 µM]	154.2%[activator]	-7.3%	-4.2%
Cn1c(=O)cc(N)n(-c2ccccc2)c1=O	-5.9	0.1	10.4	-7.5%	4.5%	8.3%	-4.6%	-0.4%	0.7%
CCc1nnc2c3ccccc3nc(Nc3cc(C)cc(C)c3)n12	-10.3	/	/	5.5%	-0.2%	-5.2%	-26.1%	0.9%	-0.5%
O=C(c1ccccc1F)N(Cc1nc2ccccc2c(=O)[nH]1)C1CCCC1	-0.4	-0.2	2.6	16.7%	-1.7%	3.6%	6.1%	3.1%	-2.8%
CCC(C)(C)C1CCc2[nH]nc(C(=O)NCc3ccc(OC)cc3)c2C1 (stereo not drawn)	-4.0	-0.6	13.9	8.8%	5.4%	-7.5%	-3.9%	0.1%	-3.0%
COc1ccccc1-c1nn(-c2ccccc2)cc1C(=O)NCC(c1ccco1)N1CCCC1 (stereo not drawn)	-4.9	0.3	40.4*	27.5%	?	4.8%	-2.6%	0.0%	2.0%
Cc1ccc2c(=O)cc(C(=O)Nc3cccc(Cl)c3C)oc2c1C	12.0&-3.6	-1.0	/	-8.6%	-6.9%	-7.1%	-4.3%&-1.9%	-0.2%	-1.7%
c1sc2[n+](c1C13CC4CC(CC(C4)C1)C3)CCS2	-4.0	2.4	-4.4	19.7%	-4.9%	-2.2%	8.5%	0.8%	-4.1%
O=C(OCc1nc2ccsc2c(=O)[nH]1)c1cccc(S(=O)(=O)N2CCOCC2)c1	1.8	2.8	14.2	1.8%	5.5%	0.1%	0.4%	-3.9%	-3.6%
CCC(c1nnnn1Cc1ccco1)N1CCN(C(=O)c2ccco2)CC1 (stereo not drawn)	-12.3	-0.7	-11.9	10.1%	-9.2%	-2.2%	?	1.5%	-3.7%
COc1ccc(-c2nc3scc(CCNS(=O)(=O)c4ccc(F)cc4C)n3n2)cc1	-3.9	1.3	/	-11.9%	-10.2%	-6.0%	-6.0%	-6.9%	-2.6%
Cc1ccc(NC(=O)c2oc3ccccc3c2NC(=O)c2ccc(F)c(F)c2)cc1	0.0	0.5	/	-5.3%	0.7%	7.3%	-1.8%	-2.8%	-2.1%
CCN(CC)S(=O)(=O)c1ccc2[nH]c(=O)cc(C(=O)NCC3CCCO3)c2c1 (stereo not drawn)	-5.5	/	/	-7.0%	3.5%	1.5%	-19.7%	-0.4%	-3.3%
O=C(OCc1ccccc1Cl)c1ccc(-c2nnn(Cc3ccc(F)cc3)n2)cc1	0.4	0.0	/	-3.1%	/	6.9%	-20.1%	/	/
CC(=O)OCCOc1nc(N(C)C)nc(N(C)C)n1	-7.2	0.6	18.9	32.6%	0.1%	-2.6%	-9.0%	1.4%	-3.8%
CCCSc1nnc2n(C)c(=O)c3c4c(sc3n12)CCC4	-12.9	3.6	40.1*	-7.5%	-9.2%	-4.7%	19.2%	-1.9%	-0.1%
Cc1ccc(C(=O)OCc2c(C)noc2C)cc1NC(=O)c1ccco1	-6.9	0.2	9.9	-5.8%	3.9%	-7.0%	?	-7.6%	-4.9%
O=S(=O)(NCc1ccc2c(c1)OCO2)c1cccc2cccnc12	0.0	0.2	14.4	-13.7%	6.9%	-6.0%	-7.3%	2.0%	-1.8%
O=C(CC(c1cccs1)N1Cc2ccccc2C1=O)Nc1ccc(F)cc1 (stereo not drawn)	1.1	-1.1	/	5.3%	-6.3%	-1.4%	-20.7%	-2.9%	-5.0%
CCOc1cccc(C(=O)Nc2ccccc2C(=O)N2CCN(C)CC2)c1	-0.7	-0.7	1.3	9.9%	4.8%	-1.4%	?	1.2%	-4.7%
Cc1cccc(C)c1NC(=O)CSc1nc(COc2ccccc2)nc2ccccc12	-6.2	0.6	10.9	-0.2%	0.5%	6.2%	2.4%	2.5%	-2.9%
